# Compound activity: PubChem, The Scripps Research Institute Molecular Screening Center
# ARFGAP1 inh – inhibitors of rat ARFGAP1 GAP activity, primary screen, biochemical, fluorescence polarization, GDP tracer; ADP-ribosylation factor GTPase-activating protein 1 (Rattus norvegicus), Q62848; 360,000 tested, 0.26% active; Arfgap1-stimulated ARF1 GTP hydrolysis, GDP FP detection; inhibition, % at 16.5 µM;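 active = inhibition above a per-plate limit, mean inhibition of low control wells plus 3 SD, cut at about 25% in these data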;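 note: 0% = DMSO wells with enzyme and 100% = wells lacking Arfgap1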
# Target sequence (Q62848 1-136 limits assumed): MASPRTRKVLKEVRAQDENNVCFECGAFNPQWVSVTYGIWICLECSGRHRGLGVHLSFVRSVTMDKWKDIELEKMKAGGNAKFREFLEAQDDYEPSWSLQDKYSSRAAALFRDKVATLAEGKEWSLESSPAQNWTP
#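 Repeats: one replicate per compound; assay system: rat Arfgap1 catalytic domain, aa 1-136; times: enzyme reaction 120 min at 25 °C after 20 min preincubation; detection: FP of antibody-bound GDP Alexa 633 tracer, ex 620/em 688 nm; benchmarks: high control wells lacking Arfgap1, low control full reaction with DMSO; reagent: human ARF1(Δ1-17)-GTP substrate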
# PLC-gamma1 inh – PLC-gamma1 enzyme inhibitors, primary screen, biochemical, fluorescence, purified enzyme; 1-phosphatidylinositol 4,5-bisphosphate phosphodiesterase gamma-1 (Homo sapiens), P19174; fluorogenic substrate; inhibition, % at 12.2 µM; 370,000 tested, 0.84% active; in the data active = inhibition above about 9.5%
# ADAM17 inh – ADAM17 inhibitors, primary screen, biochemical, QFRET. Disintegrin and metalloproteinase domain-containing protein 17 (Homo sapiens), P78536. recombinant ADAM17, EDANS/DABCYL FRET peptide cleavage. inhibition, % at 6.95 µM. 370,000 tested, 0.83% active. AID 720648, 2013;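 active = inhibition above the mean of compounds lying between control limits plus 3 SD, set per campaign, cut at about 8.5% in these data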;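 note: 0% = DMSO-only wells as the low control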
# Tn7 DDE FP – inhibitors of Tn7 peptide binding to fibrin DD(E), primary screen, biochemical, fluorescence polarization, human fibrin, Tn7 probe; 370,000 tested, 0.13% active; AID 720508, 2013; FP displacement of FITC-Tn7 peptide from fibrin DD(E); 0% = median of compound wells per plate; Fibrinogen beta chain (Homo sapiens), P02675; inhibition, % at 8.3 µM;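 active = inhibition above the mean of compounds falling within the control limits plus 3 SD of them, cut at about 14% in these data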;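 note: 0% = plate median of compound wells and 100% = 10 µM Aha-Tn7 peptide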
#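 Assay system: Human fibrin DD(E) protein | Medium: Tris buffer with calcium and detergent, pH 7.8 | Reagent: 0.1 µM fluorescent Tn7 | Compound dosing: Single point at 8.3 µM | Times: 10 min preincubation, 3 h with tracer, room temperature | Detection: Fluorescence polarization of the labelled Tn7 tracer | Controls: Aha-Tn7 high control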
# DDE Tn6 FP inh – inhibitors of Tn6 peptide binding to fibrin DD(E), primary screen, biochemical, fluorescence polarization, human fibrin, Tn6 probe; Fibrin DD(E) TRITC-Tn6 fluorescence polarization displacement; 370,000 tested, 0.21% active; Fibrinogen beta chain (Homo sapiens), P02675; inhibition, % at 8.3 µM;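 active = inhibition above a per-campaign cutoff: mean of compounds within control limits plus 3 SD, cut at about 15% in these data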;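 note: 0% = median of all compound wells on the plate and 100% = blocking peptide control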
# KLK7 zymogen act – proKLK7 zymogen activators, primary screen, biochemical, fluorescence intensity | 370,000 tested, 0.9% active | AID 652039, 2013 | Kallikrein-7 (Homo sapiens), P49862 | activation, % at 7 µM | purified proKLK7, EDANS-DABCYL substrate fluorescence; 100% is mature enzyme control, 0% vehicle;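 active = activation above the mean of all tested compounds plus 3 SD, computed per campaign excluding outliers beyond control limits, cut at about 13% in these data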
# Target sequence (P49862 whole entry, looked up): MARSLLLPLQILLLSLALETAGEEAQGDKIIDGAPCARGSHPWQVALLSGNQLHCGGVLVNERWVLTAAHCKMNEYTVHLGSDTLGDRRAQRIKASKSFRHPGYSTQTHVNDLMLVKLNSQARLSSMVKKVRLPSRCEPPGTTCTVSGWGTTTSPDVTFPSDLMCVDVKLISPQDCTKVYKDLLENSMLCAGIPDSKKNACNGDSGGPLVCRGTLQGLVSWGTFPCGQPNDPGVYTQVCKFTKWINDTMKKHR
# MBD2 DNA inh – inhibitors of MBD2 binding to methylated DNA, primary screen, biochemical, TR-FRET, DNA-binding domain, human. MBD2 binding to methylated oligonucleotide. 370,000 tested, 0.31% active. inhibition, % at 4.4 µM. Methyl-CpG-binding domain protein 2 (Homo sapiens), Q9UBB5; in the data active = inhibition above about 13%
# UHRF1 binding – UHRF1 methylated DNA binding inhibitors, primary screen, counter-screen for MBD2 inhibitor project, biochemical, TR-FRET, human UHRF1, single concentration; 370,000 tested, 0.75% active; E3 ubiquitin-protein ligase UHRF1 (Homo sapiens), Q96T88; inhibition, % at 4.4 µM; UHRF1 binding to methylated oligo; in the data active = inhibition above about 21%;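 note: UHRF1 SRA domain binding a hemimethylated CpG hairpin DNA probe; 0% = median of test compound wells and 100% = reference inhibitor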
# PLC-beta3 inh – human PLC-beta3 inhibitors, primary screen, biochemical, fluorescence; inhibition, % at 12.2 µM; 1-phosphatidylinositol 4,5-bisphosphate phosphodiesterase beta-3 (Homo sapiens), Q01970; 370,000 tested, 0.18% active; Purified PLC-beta3, fluorogenic substrate; in the data active = inhibition above about 11%;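 note: 0% = median of compound wells on plate and 100% = full blocker control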
# ASAP1 inh – inhibitors of human ASAP1 ArfGAP activity, primary screen, biochemical, fluorescence polarization; Arf-GAP with SH3 domain, ANK repeat and PH domain-containing protein 1 (Homo sapiens), …; ASAP1-stimulated ARF1 GTP hydrolysis, GDP FP detection; inhibition, % at 16.5 µM; 360,000 tested, 0.19% active; in the data active = inhibition above about 25%;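 note: 0% = vehicle with enzyme and substrate and 100% = no enzyme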
# Target sequence (Q9ULH1 325-724 limits assumed): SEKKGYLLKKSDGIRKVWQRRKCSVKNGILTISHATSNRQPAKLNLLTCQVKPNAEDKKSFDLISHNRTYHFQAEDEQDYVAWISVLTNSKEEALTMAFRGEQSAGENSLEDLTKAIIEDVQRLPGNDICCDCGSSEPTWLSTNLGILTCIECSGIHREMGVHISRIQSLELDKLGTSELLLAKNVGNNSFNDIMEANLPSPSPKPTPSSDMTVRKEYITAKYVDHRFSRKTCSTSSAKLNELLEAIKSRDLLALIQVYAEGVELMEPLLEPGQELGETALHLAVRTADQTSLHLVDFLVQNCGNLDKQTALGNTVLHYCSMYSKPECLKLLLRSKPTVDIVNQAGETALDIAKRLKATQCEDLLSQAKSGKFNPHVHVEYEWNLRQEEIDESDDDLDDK
# The depositor's hits bear a star; i = inactive; . = not tested or not shown; & = joins results of further samples. The list is partial. The share of hits here may be higher or lower than overall.
# Every second line gives: ARFGAP1 inh, PLC-gamma1 inh, ADAM17 inh, Tn7 DDE FP, DDE Tn6 FP inh, KLK7 zymogen act, MBD2 DNA inh, UHRF1 binding, PLC-beta3 inh, ASAP1 inh
- CCOC(=O)C1=C(C)OC(N)=C(C(=O)OC)C12C(=O)Nc1ccc(Br)cc12 (configuration not stated)
  -3, -1, -3, 5, 6, -0.1, 8, 2, -1, 10
- O=C(NC1CN2CCC1CC2)c1cccc(Cl)c1 (configuration not stated)
  3, 3, -1, -6, -2, -0.3, 2, -3, 1, 10
- Cc1ccc2c(c1)=C/C(=C\c1c(O)[nH]c(=O)[nH]c1=O)C(=O)N=2
  -6, -206, -24, 4, -2, 5.0, -7, -14, -228, -5
- O=C(Nc1ccc(F)cc1)N1Cc2ccccc2-n2nncc2C1
  -2, 4, 6, -2, -3, -0.4, -3, 0, 2, -3
- COc1cccc(-n2c(CN3CCOCC3)nc3ccc([N+](=O)[O-])cc3c2=O)c1
  6, 2, 2, -11, -1, 0.5, 0, -2, -3, 18
- CC(=O)OC1CC(OC2C(O)CC(OC3C(O)CC(OC4CCC5(C)C(CCC6C5CC(O)C5(C)C(C7=CC(=O)OC7)CCC65O)C4)OC3C)OC2C)OC(C)C1OC1OC(CO)C(O)C(O)C1O (configuration not stated)
  -3, 4, -7, 6, -1, 0.5, -5, -2, 3, -2
- CCOC(=O)C1=C(N)OC2=C(C(=O)CCC2)C12C(=O)N(C)c1ccccc12 (configuration not stated)
  1, -2, -3, -7, 2, 0.4, 6, 4, -5, -8
- CC(C)c1ccc(-n2c(O)c(/C=N/NC(=O)c3ccncc3)c(=O)[nH]c2=O)cc1
  8, -37, -7, 6, 5, -0.3, -1, -2, -40, 11
- CC(=O)C1CCC2C3CCC4CC(O)CCC4(C)C3CCC12C#N (configuration not stated)
  -8, 5, -4, 2, -4, 0.4, 2, 0, -3, 11
- Cc1ccccc1-n1c(O)c(C(c2ccncc2)c2c(O)n(-c3ccccc3C)c(=O)[nH]c2=O)c(=O)[nH]c1=O
  -10&-9, -1&2, -4&-8, 9&0, 1&0, -0.4&-0.2, -5&-6, -6&-4, -5&-7, -3&-4
- COC(=O)C1=C(c2ccc(F)cc2F)C[C@@H]2CC[C@H]1N2C
  0, -2, -1, -3, -4, 0.3, -3, 0, -2, -1
- O=C1NC(=O)C(=Cc2ccc(-c3cc(Cl)ccc3[N+](=O)[O-])o2)C(=O)N1
  -6, -21, -5, -1, 2, 0.0, -4, -6, -39, -4
- C[C@@H]1C[C@@H]([C@H](O)CC2CC(=O)NC(=O)C2)C(=O)[C@@H](C)C1
  ., 0, -5, 4, -3, 0.3, 2, 3, -2, 2
- CCCCn1c(O)c(/C=C2/C=CC=N2)c(=O)[nH]c1=O
  10, -3, -2, -5, 4, -0.1, -4, -5, -3, -3
- Oc1cccc(/C=N/NP(=S)(c2ccccc2)c2ccccc2)c1
  5, -3, 2, 8, -1, 0.4, -6, -1, -1, 9
- CN(C)c1ccc(-[n+]2c(-c3ccccc3)cc(-c3ccccc3)cc2-c2ccccc2)cc1
  -3, 4, -2, 1, 0, 1.0, -6, -4, -1, 8
- O=C(NCC1=C(c2ccc3ccccc3c2)C[C@@H]2CC[C@H]1N2Cc1ccco1)c1cccs1
  0, -2, 4, 2, 4, 1.1, -11, -2, 0, -8
- c1ccc(C2c3ccccc3-n3nncc3CN2CC2CCCCC2)cc1 (configuration not stated)
  -19, -1, 0, 12, 5, -0.7, 1, 0, -1, -1
- CNS(=O)(=O)c1ccc(N=Cc2c(O)n(-c3ccccc3)c(=O)[nH]c2=O)cc1
  12, -2, -5, 1, 0, -0.5, 0, -1, -2, 6
- COc1cccc(CN2CCN(C(=O)Cc3ccccc3OC)CC2)c1
  -13, 1, -1, 4, 10, 0.3, -2, -1, -6, -13
- Fc1cccc(F)c1CN1CCN(Cc2c(F)cccc2F)CC1
  -7, -1, -2, 5, -2, 0.0, 3, -3, 3, 0
- CS(=O)(=O)N1Cc2cnnn2-c2ccccc2C1C#N (configuration not stated)
  -15, 0, -3, 3, -1, 0.3, 0, 0, 1, -10
- Cc1ccc(CN2CCSc3ccc(C(=O)N4CCC5(CC4)OCCO5)cc32)cc1
  -6, -165, -57, 7, 2, -1.6, -1, 4, -280, -10
- Cn1nnc(CC[N+](C)(C)C)n1
  -12, -1, -4, 4, -13, 0.3, -5, -2, -1, -2
- c1ccc2c(c1)CNc1ccccc1O2
  14, -7, 1, -2, -3, 0.1, -3, -1, 2, -7
- CCc1nc2ccc(N3CCN(C)CC3)cc2nc1CC
  -3, -35, -4, -5, -7, 2.3, 0, 1, -52, 6
- COC(=O)C1=Nc2ccccc2/C1=C\c1c(O)n(-c2ccc(Br)cc2)c(=O)[nH]c1=O
  8, -22, -11, -5, 7, 2.7, -10, -6, -29, 7
- O=P1(c2ccccc2)Nc2ccccc2N1c1ccccc1 (configuration not stated)
  4, -39, -26, 5, 0, 1.8, 0, 3, -45, -4
- COc1cccc(N2C(=O)NC(=O)/C(=C\c3ccc([N+](=O)[O-])s3)C2=O)c1
  -2, -17, -2, 1, -9, 0.5, 1, 2, -21, -11
- O=S1(=O)CCN(CCc2c[nH]c3ccccc23)CC1
  -3, 4, 2, -4, -6, -0.1, 1, 1, 0, 1
- CCC(NC(=O)OCc1ccccc1)P(=O)(Oc1ccccc1)Oc1ccccc1 (configuration not stated)
  ., 1, 1, -12, -5, 0.8, -6, 1, 2, .
- CCN(CC)C1=NC(=[N+](CC)CC)c2ccccc21
  -8, -13, -5, -5, 5, -0.5, -4, -2, -18, 8
- CC(=O)C1C(N2CC2)CC2C3CCC4=CC(=O)CCC4(C)C3CCC21C (configuration not stated)
  5, 2, 0, -5, -1, -0.8, 1, 0, -3, 17
- CCOP(=O)(C#CC(C)(C)C)C1(O)CCCCC1 (configuration not stated)
  -14, 5, 0, -4, 4, -0.2, -7, 0, 5, -7
- COc1ccc(C2NCCc3[nH]cnc32)cc1 (configuration not stated)
  -9, -2, 0, -2, 2, -0.1, -3, 3, 1, -2
- O=C(c1csc2c1CCCCC2)N1CCC2(CC1)OCCO2
  -13, 6, 0, -9, -4, 0.7, 3, -2, 5, -4
- O=C1NC(=O)N(c2cccc(Br)c2)C(=O)/C1=C/c1ccsc1
  -3, -6, -1, 0, -9, -0.5, -2, 14, -5, 6
- CN1CCN(CCOC2c3ccccc3CSc3ccc(Cl)cc32)CC1 (configuration not stated)
  1, 12*, 3, -12, 0, -0.3, 0, 3, 2, -3
- CC(C(=O)c1ccccc1)N1C(=O)c2ccccc2C1=O (configuration not stated)
  3, -3, -4, -1, -1, -0.1, -5, -2, 1, 3
- Cc1ccc2c(c1)C1CN(C)CCC1N2C(=O)c1cccs1 (configuration not stated)
  -5, -2, -6, -5, 6, -0.2, 4, 1, -9, 9

# Some entries already given, reduced to PLC-gamma1 inh and ADAM17 inh:
canonical_smiles,PLC-gamma1 inh,ADAM17 inh
CC(=O)OC1CC(OC2C(O)CC(OC3C(O)CC(OC4CCC5(C)C(CCC6C5CC(O)C5(C)C(C7=CC(=O)OC7)CCC65O)C4)OC3C)OC2C)OC(C)C1OC1OC(CO)C(O)C(O)C1O (configuration not stated),4,-7
O=C1NC(=O)N(c2cccc(Br)c2)C(=O)/C1=C/c1ccsc1,-6,-1

# Back to the main list, starting 2 compounds before the break.
SMILES | ARFGAP1 inh | PLC-gamma1 inh | ADAM17 inh | Tn7 DDE FP | DDE Tn6 FP inh | KLK7 zymogen act | MBD2 DNA inh | UHRF1 binding | PLC-beta3 inh | ASAP1 inh
CC(C(=O)c1ccccc1)N1C(=O)c2ccccc2C1=O (configuration not stated) | 3 | -3 | -4 | -1 | -1 | -0.1 | -5 | -2 | 1 | 3
Cc1ccc2c(c1)C1CN(C)CCC1N2C(=O)c1cccs1 (configuration not stated) | -5 | -2 | -6 | -5 | 6 | -0.2 | 4 | 1 | -9 | 9
Cc1ccc(S(=O)(=O)N2CCC(C(=O)N3CCC4(CC3)OCCO4)CC2)cc1 | -7 | 6 | 0 | -7 | -3 | 0.1 | 6 | 14 | 3 | 7
O=c1[nH]c2ccccc2n1CCCN1CCC(n2c(=O)[nH]c3cc(Cl)ccc32)CC1 | 7 | 1 | -2 | -4 | -8 | 0.5 | -1 | 2 | 1 | -7
COc1ccccc1-n1c(/C=C/c2ccccn2)nc2ccccc2c1=O | 6 | -7 | -4 | -2 | -2 | 1.0 | -2 | 0 | -18 | 0
CC(=O)c1ccc(-c2ccccc2)cc1 | 0 | -3 | 2 | 6 | 3 | 0.0 | -2 | 15 | -3 | -1
CC(=O)OC1N=C(c2ccccc2)c2cc(Br)ccc2N(C)C1=O (configuration not stated) | -5 | 1 | 0 | -2 | -2 | 1.1 | -2 | -1 | 6 | 3
ClCCN1CCN(c2ccnc3cc(Cl)ccc23)CC1 | -5 | -2 | -3 | 0 | 1 | 0.5 | 1 | 0 | -4 | 1
Cc1ccc(N2C(=O)NC(=O)/C(=C\c3cc(C)n(-c4ccc(C(=O)O)cc4)c3C)C2=O)cc1 | -1 | -12 | -5 | 2 | 2 | -1.3 | 0 | -2 | -20 | -11
Cn1c(O)c(C(=N)COc2ccccc2)c(=O)n(C)c1=O | 1 | 1 | 0 | -10 | 3 | 0.3 | 4 | -4 | -2 | 9
Nc1c(C(=O)OCC2CCCO2)c2nc3ccccc3nc2n1Cc1cccs1 (configuration not stated) | 1 | i | i | 0 | -7 | -66 | -7 | -8 | i | 4
C[C@]12CCC3C(CC[C@H]4C[C@H](O)CC[C@]34C)C1[C@@H](O)[C@@H](O)[C@@H]2O (some centres not stated) | 7 | -1 | -4 | -2 | -6 | -0.7 | 1 | -1 | 2 | 4
CC12CN3CC(C)(CN(C1)C3c1cccs1)C2 (configuration not stated) | 2 | 6 | 0 | 8 | 4 | -0.2 | -8 | -2 | 8 | 1
